# MmCpn inh: inhibitors of Methanococcus maripaludis chaperonin (MmCpn). Potency, µM (highest dose often 76.9 µM), inactives show at the highest dose activity, negative = inhibition, usual class: inhibitors. AID 504842. purified Mm-Cpn ATPase, ADP Transcreener TR-FRET. 330,000 compounds, 0.031% hits; also: potency is read from the fitted curve at half-maximal effect; % is scaled to controls: 0 for no effect and ±100 for the full control effect; nearly all actives have a fitted effect of over 80% in size
#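 Purified archaeal Mm-CPN (25nM final) preincubated 10 min at 37degC with compound, then 10uM ATP for 30 min at 37degC; ADP measured by HTRF Transcreener TR-FRET; buffer 30 mM TRIS pH 7.4, 100mM KCl, 5mM MgCl2, 1mM DTT.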
# Nrf2 activator: activates Nrf2 signaling. AREc32 ARE-luciferase reporter (MCF7-derived line), luminescence, 24 h. Potency, µM (doses to about 46.1 µM), for inactives: top-dose activation, hits mostly activators. 410,000 compounds, 0.31% hits. AID 624171; also: potency is read from the fitted curve at half-maximal effect; % of control where 0% means no effect; nearly all actives have a fitted effect of over 65% in size
#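 Cells of the AREc32 ARE-luciferase line are plated in OPTI-MEM containing 5% FBS and left overnight at 37 deg C. Compounds are pinned in, incubation continues 24 hr, and firefly luciferase signal is then measured.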
# A549 viability: counter-screen for Nrf2 inhibitors: cytotoxicity in A549 cells | A549 ARE-Fluc cells, CellTiter-Fluor viability, 18-24 h | Potency, µM (highest dose often 46 µM), inactives show at the top dose activity change, negative = cytotoxicity, usual class: inhibitors | 390,000 compounds, 0.16% hits | AID 504648; also: potency is read from the fitted curve at half-maximal effect; % is scaled to controls: 0 for no effect and ±100 for the full control effect
#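 A549 ARE-Fluc cells in 5% FBS OPTI-MEM, 5000 cells/well, rested 2 h then exposed to compounds in concentration-response for 18-24 h at 37 °C. Viability by CellTiter-Fluor fluorescence (Ex 405/Em 525) after 30 min; luciferase luminescence (BugLite, 15 min, RT) read afterwards.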
# Nrf2 block: Nrf2 pathway inhibition; Potency, µM (series often up to 46 µM), for inactives: at the top dose activity change, negative = inhibition, most hits filed as inhibitors; 360,000 compounds, 2.1% hits; A549 ARE-Fluc reporter, luciferase luminescence, 18-24 h; AID 504444; also: potency is read from the fitted curve at half-maximal effect; % is scaled to controls: 0 for no effect and ±100 for the full control effect; nearly all actives have a fitted effect of over 60% in size
#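 Concentration-response testing used A549 ARE_Fluc cells at 5000 cells/well. Following an 18-24 h compound incubation, viability was read by fluorescence (Ex 405/Em 525) and luciferase output by luminescence.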
# TGFb inhibitor: blocks TGF-b signaling. HepG2 CAGA-GFP TGF-b/SMAD3 reporter, GFP fluorescence, 18 h; TGF-beta stimulated, 500 pg/mL final. Potency, µM (highest dose often 46.1 µM), without a hit: top-dose activity, negative = inhibition, actives largely listed as inhibitors. 410,000 compounds, 1.2% hits. AID 588855; also: potency is read from the fitted curve at half-maximal effect; % is scaled to controls: 0 for no effect and ±100 for the full control effect; nearly all actives have a fitted effect of over 65% in size
#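 Per well, imaged GFP fluorescence of HEPG2 CAGA-GFP cells gives the signal; cells get compound, then TGF-beta (500 pg/mL final), 18 h at 37 degrees C; %Activity versus -TGF-beta and +DMSO controls.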
# EPAC2 agonist: agonists of human EPAC2 (RAPGEF4). Q8WZA2. EPAC2 activation, biochemical qHTS; response scale: 100% = 6.5 mM cAMP response. Potency, µM (top dose mostly 154 µM), for inactives: at the highest dose activation, most hits filed as activators. 360,000 compounds, 0.079% hits. AID 720711; also: potency is read from the fitted curve at half-maximal effect; nearly all actives have a fitted effect of over 50% in size
# Target sequence (Q8WZA2 whole entry, looked up): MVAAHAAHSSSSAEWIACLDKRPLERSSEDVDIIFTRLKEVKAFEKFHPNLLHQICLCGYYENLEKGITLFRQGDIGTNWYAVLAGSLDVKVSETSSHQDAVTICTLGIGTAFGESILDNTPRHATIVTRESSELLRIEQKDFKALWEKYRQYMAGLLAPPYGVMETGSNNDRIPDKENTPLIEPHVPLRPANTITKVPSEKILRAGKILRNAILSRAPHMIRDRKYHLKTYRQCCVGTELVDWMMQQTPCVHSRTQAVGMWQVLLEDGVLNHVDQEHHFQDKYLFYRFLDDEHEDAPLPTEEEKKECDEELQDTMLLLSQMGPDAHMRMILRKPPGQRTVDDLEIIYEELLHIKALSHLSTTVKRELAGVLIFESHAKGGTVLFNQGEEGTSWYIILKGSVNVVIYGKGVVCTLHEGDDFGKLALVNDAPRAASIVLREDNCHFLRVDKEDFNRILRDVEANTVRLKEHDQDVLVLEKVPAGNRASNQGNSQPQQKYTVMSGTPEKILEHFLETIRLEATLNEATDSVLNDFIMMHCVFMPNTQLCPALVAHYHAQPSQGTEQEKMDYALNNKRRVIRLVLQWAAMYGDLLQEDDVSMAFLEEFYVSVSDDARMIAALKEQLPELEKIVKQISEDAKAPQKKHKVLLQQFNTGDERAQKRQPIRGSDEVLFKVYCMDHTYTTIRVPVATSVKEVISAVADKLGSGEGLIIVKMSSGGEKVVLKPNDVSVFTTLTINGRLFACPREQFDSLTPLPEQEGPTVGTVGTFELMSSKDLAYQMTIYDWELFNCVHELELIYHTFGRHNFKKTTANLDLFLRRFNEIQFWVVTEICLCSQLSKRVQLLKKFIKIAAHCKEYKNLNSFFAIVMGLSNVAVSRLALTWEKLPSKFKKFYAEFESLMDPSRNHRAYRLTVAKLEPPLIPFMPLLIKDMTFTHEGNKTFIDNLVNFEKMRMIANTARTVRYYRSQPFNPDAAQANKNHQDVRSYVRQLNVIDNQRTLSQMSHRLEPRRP
#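 qHTS, titration series. 100 nM EPAC2 / 250 nM Rap1B-BODIPY-GDP / 50 uM GDP; RT; ex 480/em 540 nm, 5-min reads to 30 min. Norm. to 6.5 mM cAMP = activation.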
# pAkt inh: blocks phosphorylation of Akt | Neuro2A IGF-stimulated pAkt S473 HTRF, 20 min; hits give low values | 360,000 compounds, 0.32% hits | AID 651550 | activity change, % for hits at 50 µM; in the data active = activity change below about -80%; inconclusive = mostly about -51% to -80%; also: % is scaled to controls: 0 for no effect and ±100 for the full control effect
#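 Single-point screen (50 µM final compound) in Neuro2A cells stimulated 20 min with 6 nM IGF at 37 deg C. After lysis, Ser473-phosphorylated Akt read by HTRF (ex 330 nm, em 615/665 nm) as the 665/615 ratio.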
# CCT modulator: changes cytosolic chaperonin activity. purified chaperonin ATPase assay, HTRF ADP detection, 30 min. 360,000 compounds, 0.3% hits. activity change, % (test concentration not listed), hits read low. AID 651819; in the data active = activity change below about -30%; also: % is scaled to controls: 0 for no effect and ±100 for the full control effect
#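 We incubate TRiC, 40 or 20 nM final, with library compounds at 76 uM and 10 uM ATP for 30 min at 37 °C. ADP formed is detected with Transcreener HTRF reagents after 30 min at room temperature.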
# EPAC2 antagonist: blocks human EPAC2 exchange factor; Q8WZA2; EPAC2 GEF exchange of Rap1B-BODIPY-GDP, fluorescence; Potency, µM (top dose mostly 114 µM), without a hit: at the top dose activity, negative = inhibition, hits mostly inhibitors; 360,000 compounds, 0.18% hits; also: potency is read from the fitted curve at half-maximal effect; % is scaled to controls: 0 for no effect and ±100 for the full control effect; nearly all actives have a fitted effect of over 45% in size; many of its hits are not listed in these tables
# Starred values were filed as active, the others as inactive; i = inactive; ? = inconclusive; / = not tested or not shown; [ ] = dose if it differs, or a comment. Unless noted, calls follow the shape of the dose curve; as a rule, active = well fitted curve in the direction sought with a large enough effect; inconclusive = small, poorly fitted or top-dose-only effect, or another doubt; inactive = no such curve, though single readings can be large; an effect the other way counts as inactive or inconclusive.
SMILES | EPAC2 antagonist | Nrf2 activator | EPAC2 agonist | pAkt inh | Nrf2 block | TGFb inhibitor | A549 viability | MmCpn inh | CCT modulator
CCN(CC)c1ccc(C(=O)OCC(=O)Nc2ncccn2)cc1 | 14.2% | -0.6% | 1.7% | i | ? | -9.2% | -3.6% | -2.6% | -0.5
CCCC(CCC)C(=O)NC1CCN(Cc2ccccc2)CC1 | -2.4% | -0.5% | -0.5% | i | -3.7% | 19.7% | -6.6% | 1.9% | 0.7
O=S1(=O)c2ccccc2N(Cc2ccccc2F)c2ccccc21 | / | -0.4% | / | / | ? | 4.0% | 23.8% | / | /
CC(C)C(=O)N=c1sc2cccc(F)c2n1C | -3.3% | 4.9% | 6.0% | i | -9.2% | ? | -10.1% | 1.5% | -1.0
c1ccc2c(c1)OC(CCCN1CCCCC1)c1ccccc1S2 (stereo not drawn) | -6.0% | 4.1% | 4.5% | i | 18.2% | -16.7% | ? | -1.6% | -1.9
Cc1ccc2c(c1)N(CC(=O)N1CCCC1)C(=O)C(C)O2 (stereo not drawn) | 3.9% | 0.3% | 3.3% | i | -1.3% | -4.9% | 2.1% | 0.5% | -1.5
CNc1nc(-c2cccs2)cc(C(F)(F)F)c1C#N | 1.1% | 8.1% | 8.9% | i | -10.5% | -11.2% | 2.2% | -4.5% | -2.0
COc1cc(C2Nc3ccccc3NC3=C2C(=O)CC(C)(C)C3)cc(OC)c1OC(C)=O (stereo not drawn) | -1.8% | 0.0% | 3.5% | i | 9.9% | 1.0% | -0.5% | 0.1% | 0.0
Cc1ccc(-n2c(-c3ccco3)nc3nc4ccccc4nc32)cc1 | 8.6%[57.1 µM] | 4.9% | ? | i | -19.7% | 23.7% | -2.0% | 1.5% | -0.7
COc1ccc(/C=C2\SC(=O)N(CCNC(=O)Cn3[nH]c(=O)c4ccccc4c3=O)C2=O)cc1 | 2.7% | -0.4% | 10.4% | i | -0.4% | -5.7% | 0.0% | -0.1% | -2.3
O=S(=O)(c1cnc(Cl)c(Br)c1)N1CCCCCC1 | -0.8% | 4.3% | 1.9% | i | 6.3% | 7.9% | -7.5% | 0.4% | 0.7
CN1CCN(S(=O)(=O)c2cccc(C(=O)Nc3cc(C(N)=O)cc(C(N)=O)c3)c2)CC1 | 0.7% | 0.3% | -3.4% | i | ? | 3.8% | -0.8% | 0.4% | 0.8
CCN1CC(C)C(O)(c2ccccc2)CC1C (stereo not drawn) | 13.1% | -0.6% | 8.1% | i | -3.5% | 16.2% | -6.7% | 2.7% | 0.5
Cc1ccc(-n2ncc3c(=O)n(-c4cccc(C)c4)c(=O)[nH]c32)cc1 | 1.1% | -0.1% | 12.5% | i | / | -1.6% | / | / | -1.9
COc1cc(Cl)c(NC(=O)c2cc3ccccn3n2)c(OC)c1 | / | 10.4% | / | / | 14.6% | 3.3% | 5.4% | / | /
Cc1ccc(C(C(=O)NC2CCCCC2)N(Cc2ccco2)C(=O)C2COc3ccccc3O2)o1 (stereo not drawn) | -2.9% | 0.5% | 15.0% | i | ? | 0.9% | -19.4% | 1.2% | -0.8
O=C(Cn1nc(Cc2cccnc2)c2ccccc2c1=O)NCC1COc2ccccc2O1 (stereo not drawn) | 3.6% | -1.0% | -0.2% | i | 3.0% | 6.1% | 5.8% | 1.3% | -1.0
O=C(O)c1[nH]c2ccccc2c1C(c1cc(Br)ccc1O)c1c(C(=O)O)[nH]c2ccccc12 | -19.8% | -0.5% | -7.0% | i | -4.5% | 28.4% | -0.3% | ? | -2.6
OCC1(CCc2ccccc2)CCN(Cc2cc(F)ccc2-n2cccn2)CC1 | -1.5% | -1.1% | 1.3% | i | -12.1% | -12.2% | -1.7% | 0.0% | -1.4
Cc1ccc(CNC(=O)CCC(=O)n2ncc3cc(C)ccc32)cc1 | -6.1% | 0.6% | -2.1% | i | 7.9% | -4.7% | 6.5% | -2.9% | -0.3
CC(C)(C)Cc1nnc(NC(=O)c2ccc([N+](=O)[O-])cc2)s1 | 2.6% | 3.7% | 5.0% | i | ? | 13.8% | 5.8% | 1.3% | -3.7
O=C(CCCCCN1C(=O)c2ccccc2C1=O)Nc1nccs1 | 10.5% | -0.1% | 2.7% | i | 3.6% | -5.7% | -1.2% | ? | 2.8
Cc1cc(C)c(Cn2c(=O)n(Cc3ccccc3)c(=O)c3c(C)c(C)sc32)c(C)c1 | / | 0.4% | / | / | 6.5% | 2.6% | -0.7% | / | /
COc1ccccc1N1CCN(C(CNS(=O)(=O)c2ccccc2)c2cccnc2)CC1 (stereo not drawn) | 15.7% | 0.1% | 2.3% | i | 7.9% | 0.0% | -7.1% | -0.6% | 0.6
CC(=O)Nc1ccc(S(=O)(=O)Oc2cccc(/C=C3\SC(N)=NC3=O)c2)cc1 | -15.1% | 8.7% | -3.1% | i | -17.4% | 2.0% | -5.4% | -0.8% | 0.6
Cc1c(C(=O)NC2CCCc3ccccc32)oc2ccc(S(=O)(=O)N3CCOCC3)cc12 (stereo not drawn) | 8.8% | -0.6% | -4.8% | i | -1.4% | -4.9% | -2.0% | 0.4% | 0.4
COCCNC(=O)CN1C(=O)CSc2ccc(S(=O)(=O)N3CCOCC3)cc21 | 1.2% | 0.7% | 0.5% | i | 13.4% | 8.1% | 2.8% | -11.7% | 0.6
CCSc1nnc(NC(=O)c2cc3c(s2)CCCC3)s1 | 4.7% | 0.3% | 6.0% | -81.0%* | / | ? | -1.1% | -0.8% | -4.0
Clc1ccc(OCCCN2CCc3ccccc3C2)c(Br)c1 | 0.1% | 11.8% | 12.1% | i | 3.7% | -29.8% | 11.0% | 1.4% | -0.4
O=C(Nc1cc(Oc2ccccc2)cc([N+](=O)[O-])c1)C12CC3CC(C1)CC(n1cnc(Cl)n1)(C3)C2 | -3.0% | -0.1% | 4.4% | i | ? | -17.8% | -9.3% | -0.8% | -0.8
COc1ccc(-c2nc3cc(NC(=O)COc4ccc(C)c(C)c4)ccc3o2)cc1 | / | 0.7% | / | / | 19.3% | -2.4% | 4.7% | / | /
Fc1ccc(COc2ccc(Cl)cc2/C=N/Nc2nc(N3CCCC3)nc(N3CCCC3)n2)cc1 | 7.1% | -0.3% | 2.1% | / | / | 14.0% | -0.2% | -0.6% | 2.9
CCNc1ccc(C(=O)OCC(=O)c2cc(C)n(Cc3ccc4c(c3)OCO4)c2C)cc1[N+](=O)[O-] | 21.6% | -0.2% | 9.8% | i | ? | 0.2% | -6.3% | 2.0% | 0.1
Cc1ccc(CSCc2ccc(C(=O)NC3CC3)o2)cc1 | -26.1% | 7.8% | 1.8% | / | -7.1% | -23.5% | 1.2% | -1.4% | -1.3
O=C(NCc1ccc(Cl)cc1)c1ccc(-c2ccc(F)c(F)c2)c2ccoc12 | 13.3% | 0.3% | 9.4% | i | / | -18.1% | / | / | -1.2
COC(=O)[C@H](Cc1ccccc1)NC(=O)NCc1ccccc1OC | 5.7% | -0.8% | 8.8% | i | -17.0% | 1.4% | -16.0% | -0.1% | -0.9
Cc1csc2nc(COc3ccc(NC(=O)C(C)C)cc3)cc(=O)n12 | / | 0.5% | / | / | -2.5% | -6.5% | -5.4% | / | /
O=C(Nc1c2c(nn1-c1cccc(Cl)c1)CS(=O)(=O)C2)C1CC1 | 0.8% | -0.7% | 8.7% | i | 4.5% | 0.8% | 1.4% | 2.2% | -3.0
CN(C)CCCOc1ccc2c(c1)Sc1ccccc1CC2=O | 2.0% | 1.7% | 17.1% | i | 1.4% | -0.6% | -3.4% | -8.7% | -2.9
CCOC(=O)C1CCc2sc(N)c(C#N)c21 (stereo not drawn) | 5.6% | 0.0% | 5.8% | i | 2.3% | -6.5% | -1.9% | -2.6% | -2.1
COc1ccccc1NC(=O)COc1ccc(C(=O)NC2CCCc3ccccc32)cc1OC (stereo not drawn) | -27.3% | 0.2% | -3.8% | i | ? | 0.0% | -1.8% | -11.5% | 0.5
O=C(NCc1ccc(Cl)cc1Cl)c1ccc2nc[nH]c2c1 | -4.4% | 0.0% | 0.7% | i | 1.2% | -0.8% | -0.6% | -0.4% | -1.3
CN(C)CC(=O)Nc1nc(-c2ccccc2)cs1 | -1.0% | 1.7% | 5.7% | i | 23.9% | -6.3% | 0.1% | -0.7% | 0.2
N=C1C(c2nc3ccccc3[nH]2)=C(O)CN1C1CCCCC1 | -5.2% | 0.8% | 12.2% | i | ? | -14.8% | 2.6% | 0.4% | 0.8
O=C(CCCOc1ccc(Cl)cc1Cl)Nc1ccccc1C(=O)O | -5.2% | 0.3% | -0.6% | i | ? | -5.6% | -9.0% | -2.9% | -1.9
O=C(N1CCOCC1)N1CCN(S(=O)(=O)c2ccc(Cl)cc2)CC1 | 8.2% | -0.7% | -2.7% | i | 5.3% | 12.3% | -4.4% | -0.3% | -2.7
COC(=O)CN1C(=O)C(O)(CC(=O)c2ccc(C)cc2)c2ccccc21 (stereo not drawn) | 1.8% | 5.4% | 5.7% | i | / | 13.3% | 10.1% | -1.1% | -18.2
Cc1cccc(C)c1NC(=O)CN1CCN(C(=O)c2ccc(OCc3cn4ccccc4n3)cc2)CC1 | 16.4% | 0.4% | 6.1% | i | -6.7% | -0.5% | -5.2% | 2.0% | -0.6
CC1(C)CC(=NOC(=O)c2ccccc2)CC(C)(C)N1 | 4.6% | 0.0% | 15.7% | i | 3.6% | -3.8% | 4.2% | 1.2% | -1.2
CN1C(C(=O)c2ccccc2)=C(N)c2ccccc2S1(=O)=O | -18.9% | 0.1% | 1.4% | i | 6.8% | -10.4% | -9.3% | 3.1% | -1.8
CCOc1ccc(NC(=O)COC(=O)CCC(=O)c2cccs2)cc1 | 0.6% | -0.6% | 5.7% | i | 3.7% | 1.6% | 15.0% | -1.3% | -1.5

# An excerpt; count on the stated rates, not on these rows.
